bovine MsrA act – bovine MsrA enzyme activators, primary screen, biochemical, absorbance, HTS; purified bovine MsrA, absorbance read-out; 0.3% of 360,000 active; activation, % at 10.6 µM; in the data active = activation above about 7.5%;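 also: 0% = vehicle and 100% = reference activator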
MT1-MMP act inh – blockers of MT1-MMP proenzyme processing, primary screen, HT1080 RFP-PRO-GFP cells, GFP/RFP fluorescence; Matrix metalloproteinase-14 (Homo sapiens), P50281; GFP/RFP ratio fluorescence, overnight; percent of plate control window, DMSO zero; GFP/RFP ratio change, % at 20 µM; 0.061% of 360,000 active; AID 651647, 2012;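 active = GFP/RFP ratio change of at least 30% with cell ATP level not reduced by more than half and red fluorescence within 50% of control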; also: strong numbers were not always called active
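Read-out: GFP/RFP fluorescence ratio; Test system: RFP-PRO-GFP reporter HT1080 cells; Compound dosing: single-point 20 µM compound, 1% DMSO; Times: overnight compound exposure at 37 °C.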
Rin1-Abl PPI inh – inhibitors of Rin1-Abl protein binding, primary screen, biochemical, TR-FRET | Tyrosine-protein kinase ABL1 (Homo sapiens) + Ras and Rab interactor 1 (Homo sapiens), … | 0.4% of 360,000 active | inhibition, % at 7.35 µM; in the data active = inhibition above about 5%, passing the limit was not always enough
FAS TE block – FAS thioesterase domain inhibitors, primary screen, biochemical, fluorescence intensity, uHTS. inhibition, % at 15 µM. Fatty acid synthase (Homo sapiens), P49327. recombinant FAS-TE, OMFH fluorogenic substrate, fluorescence endpoint. 0.67% of 360,000 active;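 active = compounds whose normalised, plate-corrected inhibition of enzyme fluorescence in the single-dose primary screen is 50% or more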;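 also: 0% = DMSO with enzyme and 100% = substrate without enzyme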
CendR NRP1 mod – modulators of CendR peptide binding to NRP-1, primary screen, biochemical, fluorescence polarization, uHTS; Neuropilin-1 (Homo sapiens), O14786; 0.85% of 360,000 active; FAM-RPARPAR peptide binding to NRP-1; AID 602438, 2012; inhibition, % at 25 µM;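 active = inhibition or corrected inhibition above about 18%, plus a signal ratio from 0.5 to 1.5, limit read from the data, passing the limit was not always enough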; also: strong numbers were not always called active
MsrA inh – bovine MsrA enzyme inhibitors, primary screen, biochemical, absorbance, HTS | Methionine sulfoxide reductase A (Bos taurus) | purified bovine MsrA, absorbance read-out | inhibition, % at 15.5 µM | 0.75% of 360,000 active | AID 651718, 2012; in the data active = inhibition above about 4.5%;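 also: 0% = vehicle wells with enzyme and 100% = reference inhibitor wells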
Neddyl block – inhibitors of cullin neddylation, primary screen, biochemical, TR-FRET, uHTS, NAE and Ubc12; NEDD8-conjugating enzyme Ubc12 (Homo sapiens) + NEDD8-activating enzyme E1 regulatory …; calls only at 25 µM; 0.58% of 360,000 active; AID 651699, 2012; in the data active = inhibition above about 36%
Target sequence (P61081 whole entry, looked up): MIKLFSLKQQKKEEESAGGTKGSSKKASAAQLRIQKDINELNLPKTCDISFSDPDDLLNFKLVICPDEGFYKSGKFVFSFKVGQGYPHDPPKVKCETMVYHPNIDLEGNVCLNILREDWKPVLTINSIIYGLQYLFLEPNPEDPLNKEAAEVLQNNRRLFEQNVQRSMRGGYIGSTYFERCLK
Target sequence (Q13564 whole entry, looked up): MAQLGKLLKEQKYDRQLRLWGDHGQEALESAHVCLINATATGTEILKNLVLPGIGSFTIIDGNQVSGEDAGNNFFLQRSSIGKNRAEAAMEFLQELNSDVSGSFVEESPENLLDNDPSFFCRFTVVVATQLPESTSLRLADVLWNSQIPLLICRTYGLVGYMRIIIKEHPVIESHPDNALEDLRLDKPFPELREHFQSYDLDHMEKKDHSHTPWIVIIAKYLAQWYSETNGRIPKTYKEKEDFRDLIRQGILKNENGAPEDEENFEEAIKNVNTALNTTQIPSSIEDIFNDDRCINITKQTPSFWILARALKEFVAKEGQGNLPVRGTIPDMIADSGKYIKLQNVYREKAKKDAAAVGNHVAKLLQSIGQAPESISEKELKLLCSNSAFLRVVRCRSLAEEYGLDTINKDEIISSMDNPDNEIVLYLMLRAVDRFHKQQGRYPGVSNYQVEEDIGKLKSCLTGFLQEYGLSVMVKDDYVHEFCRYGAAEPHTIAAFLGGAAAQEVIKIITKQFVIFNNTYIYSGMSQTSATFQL
SKN-1 block – suppressors of acrylamide-induced Pgst-4::GFP reporter in worms, primary screen, SKN-1 inhibitor project, whole organism, uHTS, GFP/RFP fluorescence ratio, strain VP596; C. elegans VP596 Pgst-4::GFP/RFP ratio, 24 h; inhibition, % at 21.8 µM; 0.49% of 360,000 active;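 active = interference check ratio from 0.5 to 1.5 plus GFP to RFP signal ratio inhibition reaching or exceeding a fixed threshold, cut at about 30% in these data, passing the limit was not always enough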; also: some compounds called inactive have numbers as strong as hits
eLon inh – inhibitors of E. coli Lon protease, primary screen, biochemical, fluorescence polarization; P0A9M0; purified E. coli Lon protease; inhibition, % at 7.94 µM; 0.42% of 360,000 active; in the data active = inhibition above about 13%, passing the limit was not always enough;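 also: 0% = enzyme with probe and DMSO and 100% = no enzyme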
Numbers without * were called inactive; i = inactive; . = not tested or not shown.

no. | mol | bovine MsrA act | MT1-MMP act inh | Rin1-Abl PPI inh | FAS TE block | CendR NRP1 mod | MsrA inh | Neddyl block | SKN-1 block | eLon inh
1 | CC(C)C(NC(=O)C1CCCCC1)C(=O)Nc1ccccn1 (stereo not drawn) | -3 | -5 | 1 | -2 | -6 | -0.2 | i | 5 | 0
2 | CCC(=O)N1CCN(C(C)=O)C1c1ccccc1 (stereo not drawn) | 2 | 2 | 2 | -4 | 10 | 0.9 | i | -12 | -3
3 | CCC(=NCc1ccccc1)C1=C(O)C(C(=O)OC)C(C)(C)CC1=O (stereo not drawn) | -1 | -3 | -5 | -2 | -16 | -0.9 | i | 22 | 1
4 | CNC(=O)/C(C#N)=C/c1c(N2CC(C)OC(C)C2)nc2ccccn2c1=O (stereo not drawn) | -3 | 0 | -7 | -8 | 12 | 2.1 | i | -2 | -5
5 | Cc1nc(NCc2ccc3c(c2)OCO3)c2oc3ccccc3c2n1 | -1 | 3 | 1 | 13 | -14 | 0.5 | i | 13 | -1
6 | O=C(N/N=C/c1ccccc1)c1ccc(CN2C(=O)c3cccc4cccc2c34)cc1 | -3 | 0 | -4 | -2 | -34 | 0.1 | . | 9 | 3
7 | CC(Oc1cccc(Cl)c1)C(=O)Nc1ccc(S(=O)(=O)Nc2ncccn2)cc1 (stereo not drawn) | -2 | -3 | 1 | -6 | -10 | -0.2 | i | 12 | -7
8 | CCC(c1nnnn1CC1CCCO1)N(CCN1CCOCC1)Cc1cc2cc(C)ccc2[nH]c1=O (stereo not drawn) | -12 | -1 | -3 | -8 | -8 | 0.9 | i | -3 | -5
9 | COc1cc(-c2nnc(COc3ccc4cc(Br)ccc4c3)o2)cc(OC)c1OC | -12 | 2 | -4 | 20 | 3 | 0.4 | i | -28 | -5
10 | CSCCC(NC(=O)c1ccccc1Cl)C(=O)OCC(=O)N1CCCC1=O (stereo not drawn) | -2 | -1 | -3 | -5 | -1 | 0.1 | i | 14 | -8
11 | Fc1ccc(OCCOCCOc2cccc3[nH]ccc23)cc1 | -6 | 5 | 3 | -2 | 8 | -0.5 | i | -5 | 1
12 | CC1Sc2ccc(S(=O)(=O)CCC(=O)NC3CCCCC3C)cc2NC1=O (stereo not drawn) | -7 | -1 | -2 | -2 | -3 | -0.6 | i | -2 | 5
13 | O=C(NN=Cc1ccc(N2CCOCC2)cc1)c1cc2ccccc2cc1O | -1 | -1 | 1 | 3 | -27 | 2.5 | . | 8 | -12
14 | O=C(CSc1nc2ccc([N+](=O)[O-])cc2[nH]1)NC1CCCCC1 | -3 | -2 | 3 | 30 | 7 | 2.3 | i | -1 | 6
15 | CCn1cc(/C=C(\NC(=O)c2cc(OC)c(OC)c(OC)c2)C(=O)N2CCN(C)CC2)c2ccccc21 | -4 | 1 | -3 | -10 | -6 | 3.9 | i | 13 | -19
16 | Cc1ccc(NC(=O)c2c(C)nn(-c3ccccc3)c2Cl)c(C)c1 | -4 | -3 | -2 | 4 | -12 | 2.9 | i | 7 | 13
17 | Cc1ccc2oc(=O)c3cnn(CC(=O)NC4CCCCC4C)c3c2c1 (stereo not drawn) | -10 | 2 | 3 | 1 | -7 | 0.0 | i | -14 | 3
18 | CN(C)c1ccc(NC(N)=S)cc1 | -2 | 2 | 2 | -9 | -1 | -0.9 | i | -1 | 2
19 | COC(=O)[C@@H]1C[C@@H]2CC[C@@H](O)C[C@@H]2N1Cc1ccc(Cl)cc1 | -3 | -4 | 2 | 2 | -41 | -1.2 | i | 13 | -36
20 | CCOC(=O)[C@]12CCCC=C1N(Cc1ccc3c(c1)OCO3)C(=O)[C@H](CC(=O)NCc1ccc(OC)c(OC)c1)C2 | -1 | 3 | . | -6 | 4 | -1.0 | i | 5 | -11
21 | CCc1nc2ccc(C(=O)NCCNC(C)=O)cn2c1N(CC)Cc1cccc(Br)c1 | -1 | 0 | -4 | -4 | -1 | -1.2 | i | -1 | 2
22 | Cc1ccc(OCC(=O)N/N=C\c2ccc(C)o2)c(C)c1 | -3 | 3 | -4 | -2 | 8 | -0.2 | i | 11 | 3
23 | Cc1cccc(/C(N)=N/OC(=O)c2ccc(Br)o2)c1 | -4 | 2 | 2 | -4 | -5 | -0.3 | i | 0 | -14
24 | COc1ccc(C2SCC(=O)N2c2ccc(F)cc2)cc1 (stereo not drawn) | -3 | 1 | 4 | -3 | -10 | -0.8 | i | 9 | 1
25 | COc1ccc(NC(=O)Nc2ncn(Cc3cccc(C(F)(F)F)c3)n2)cc1OC | 1 | 5 | -4 | 0 | 1 | 0.3 | i | 8 | -1
26 | COc1ccc(C2(CNC(=O)c3cccc([N+](=O)[O-])c3)CCCCC2)cc1OC | -11 | 3 | -1 | 51* | 2 | -0.3 | i | -4 | 5
27 | COc1ccc(OC)c(C(=O)Cn2nnc(-c3ccc(N4CCOCC4)cc3)n2)c1 | -2 | 3 | -1 | 20 | -4 | -0.4 | i | 14 | 3
28 | C=CCc1cccc2cc(C(=O)NC)c(=O)oc12 | -3 | 6 | -1 | -5 | -3 | 2.1 | i | -7 | -9
29 | C=CCn1c(SCC(=O)N2N=C(c3ccco3)CC2c2ccco2)nnc1-c1ccncc1 (stereo not drawn) | -5 | 2 | -4 | -10 | -6 | 0.1 | i | 3 | 7
30 | O=C1CCCC2=C1C(c1ccc(Cl)cc1)N1C(=O)CCSC1=N2 (stereo not drawn) | -4 | -6 | 0 | -2 | -11 | 2.7 | i | 7 | -3
31 | O=C(Nc1ccc(N2CCOCC2)c(F)c1)c1ccncc1 | 1 | -1 | -4 | -4 | 5 | -0.5 | i | 5 | 4
32 | CN(Cc1ccc(C(C)(C)C)cc1)C(=O)C1CSC2(C)CCC(=O)N12 (stereo not drawn) | -1 | 2 | 12* | 16 | 9 | -0.3 | i | -6 | 2
33 | CCC1(CC)C(=O)N(C)C(=O)NC1=Nc1ccc(OC)cc1 | -2 | 2 | 1 | -8 | 4 | 0.2 | i | 22 | 2
34 | COc1ccccc1CCNC(=O)C(=O)NCC1OCCN1C(=O)c1ccc(Cl)cc1 (stereo not drawn) | -6 | 0 | -4 | -3 | 8 | -1.1 | i | 8 | -2
35 | Cc1nn(-c2ccccc2)c2c1C1(C(=O)N3c4c(cccc41)C(C)CC3(C)C)C(C#N)=C(N)O2 (stereo not drawn) | 0 | 0 | -4 | 21 | 4 | 0.3 | i | -7 | -2
36 | CCOc1ccc2c(c1)C(c1cccs1)=NNC(c1cccnc1)=N2 | -2 | 3 | 1 | 6 | 0 | 1.1 | i | 4 | -1
37 | Nn1c(C2CCC2)nc2ccccc2c1=O | -6 | -2 | -3 | -8 | -7 | -0.6 | i | 12 | -3
38 | COc1ccc(C2=NS(=O)(=O)N(C)C(C(=O)N3CCOCC3)=C2)cc1 | -5 | 0 | -4 | -5 | -4 | 3.9 | i | 8 | -5
39 | CCN(Cc1ccccc1)C(c1cccs1)c1nnnn1C1CCCCC1 (stereo not drawn) | -11 | -29 | -3 | 29 | 15 | 0.4 | i | -10 | 12
40 | CC(C)c1ccc(NC(=O)Nc2nnc([C@H]3C[C@H](O)[C@@H](CO)O3)s2)cc1 | -2 | -1 | -1 | -10 | -11 | -0.8 | i | 22 | -7
41 | Cc1cc([N+](=O)[O-])nn1CCCC(=O)NC1CCCCC1 | -2 | 0 | 2 | 8 | -3 | 0.5 | i | 6 | -6
42 | Cc1ccc(CNC(=O)c2c(C)cc(=O)oc2C)cc1 | -5 | 0 | 2 | 5 | -9 | 4.0 | i | 8 | -3
43 | COc1ccc(C(=O)COC(=O)C2CCCN2C(=O)C23CC4CC(CC(C4)C2)C3)cc1 (stereo not drawn) | -3 | -2 | 4 | 23 | 4 | -0.5 | i | 7 | -2
44 | CSc1nc(-c2ccc(Cl)cc2)nn1C(=O)c1ccccc1 | -5 | 5 | -3 | 26 | -6 | 0.1 | i | 10 | -3
45 | CSc1ccc(C(=S)N2CCN(C)CC2)cc1 | -3 | 8 | 0 | -9 | -13 | 0.8 | i | 3 | 1
46 | Cc1ccc(C(C)C)c(OCCNCc2ccccc2)c1 | -1 | -4 | -2 | 9 | 5 | -1.4 | i | 10 | -2
47 | N#CCOc1ccccc1/C=N/n1nnnc1N | 0 | 3 | -4 | -4 | 4 | 0.8 | i | 33 | -1
48 | Nc1[nH][nH]c(=O)c1N=Nc1ccccc1 | 3 | 6 | -12 | -7 | 14 | 2.0 | i | -2 | 2
49 | COc1cccc(C(=O)C2CCCN(Cc3cccn3-c3ccccn3)C2)c1 (stereo not drawn) | 1 | 5 | 2 | -1 | -2 | 0.9 | i | 9 | 2
50 | CCc1nn(C(C)C(=O)N2CCN(Cc3ccccc3)CC2)c(=O)c2cc3occc3n12 (stereo not drawn) | -1 | 1 | -5 | 2 | 16 | 0.3 | i | -9 | 6
51 | Cc1ccccc1C(=O)NC1CC2CCCC(C1)N2Cc1ccc(Cl)cc1 (stereo not drawn) | -1 | 4 | 3 | -1 | 12 | -0.1 | i | 6 | 5
52 | O=C(C1CCCN(S(=O)(=O)c2ccccc2[N+](=O)[O-])C1)N1CCN(c2ccccc2)CC1 (stereo not drawn) | -3 | 4 | -1 | 16 | 6 | 0.1 | i | -4 | 0
53 | Cc1ccc(S(=O)(=O)NCCN(CCNS(=O)(=O)c2ccc(C)cc2)S(C)(=O)=O)cc1 | 1 | 7 | 1 | 0 | -3 | -0.9 | i | 6 | -4
54 | O=C(CN1CCOCC1)Nc1cccc(S(=O)(=O)N2CCCCCC2)c1 | -6 | 0 | 0 | -4 | 2 | -1.2 | i | -15 | -3
55 | CCOc1ccc(CN(C)C(C)C(=O)NCc2ccccc2)cc1 (stereo not drawn) | -2 | -2 | 0 | 1 | -4 | 0.8 | i | 1 | 1

Source: PubChem BioAssay (several laboratories)
